FN deposition inh: fibronectin deposition inhibition; inhibition, % at 12.6 µM; AID 743247; hit rate 0.086% among 350,000; AH1F fibroblasts, Alexa488-fibronectin deposition fluorescence, overnight;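 active = mean inhibition across replicates of 30% or more, regardless of how many single replicates reach that level; inconclusive = mean under 30% yet at least half of replicates reach 30%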;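 note: positive control wells lacked labelled fibronectin entirely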
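Material: AH1F fibroblast monolayer depositing Alexa488-labelled fibronectin into matrix | Input: 10000 AH1F cells/well | Medium: DMEM plus 2% serum, read in PBS | Reagent: Alexa488-fibronectin, 24 nM final in well | Compound dosing: One dose per compound, pinned | Schedule: 1 h adhesion, overnight exposure | Measured by: Fluorescence at 485 nm excitation, 525 nm emission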
esBAF inh: blocks esBAF chromatin remodeling in mouse ES cells. reporter increase, % at 12.5 µM. Bmi1-luciferase knock-in reporter, 24 h; 100% = twice the neutral-well signal. hit rate 2% among 350,000. AID 602393; in the data active = activation above about 40%; inconclusive = no clear call, values can overlap the other calls;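 note: 0% = median of the plate's neutral control wells and 100% = double that signal; a rise in the Bmi1 reporter signal indicates esBAF inhibition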
Casp6 inh: inhibitors of human caspase-6. hit rate 0.53% among 350,000. inhibition, % at 12.5 µM. P55212. purified caspase-6, Z-VEID-R110 cleavage fluorescence;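 active = mean inhibition across replicates at least about 35%, with every replicate also reaching that limit, limit read from the data; inconclusive = only one of the two criteria met; inactive = neither criterion met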;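 note: 0% = median of neutral control wells and 100% = no fluorescence left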
Target sequence (P55212 24-179 limits assumed): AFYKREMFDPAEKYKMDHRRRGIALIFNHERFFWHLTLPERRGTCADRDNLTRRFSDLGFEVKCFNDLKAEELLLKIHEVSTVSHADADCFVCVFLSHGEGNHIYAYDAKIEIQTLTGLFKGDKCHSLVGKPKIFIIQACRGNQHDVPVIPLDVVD
Target sequence (P55212 194-293 limits assumed): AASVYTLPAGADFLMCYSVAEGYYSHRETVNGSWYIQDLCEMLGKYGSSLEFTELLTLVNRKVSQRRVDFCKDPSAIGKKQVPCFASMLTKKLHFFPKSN
S100A4 inh HTS: blocks human S100A4 binding to myosin IIA peptide; P26447; S100A4/TAMRA-MyoIIA peptide fluorescence polarization; inhibition, % at 10.7 µM; hit rate 0.14% among 360,000; AID 652163;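 active = mean inhibition of at least 70% across replicates, with every replicate also reaching that level; inconclusive = mean inhibition reaches 70% but some replicates fall short; inactive = mean inhibition below 70%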
Target sequence (P26447 whole entry, looked up): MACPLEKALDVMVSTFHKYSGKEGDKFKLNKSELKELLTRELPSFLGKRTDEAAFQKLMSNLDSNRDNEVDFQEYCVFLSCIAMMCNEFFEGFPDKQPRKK
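Material: S100A4 monomer (human). Medium: Calcium-containing HEPES buffer, pH 7.2. Probe or stimulus: labelled myosin peptide probe, 5 nM. Compound dosing: one concentration per compound. Timing: polarization read 5 min after assay mix addition, stable 5–60 min. Benchmarks: DMSO as neutral control, TFP as positive control.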
C2C12 statin: protects C2C12 myotubes from simvastatin toxicity. ATP luminescence, 48 h; scaled: DMSO 0, geranylgeraniol control 100. hit rate 0.78% among 330,000. rescue of ATP level, % at 7.49 µM;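 active = mean ATP rescue above about 67%, or every replicate alone reaching that limit, limit read from the data, passing the limit was not always enough; inconclusive = no clear call, values can overlap the other calls; inactive = mean under the limit and some replicate under it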;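 note: myotubes were challenged with 10 µM simvastatin during compound exposure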
LGR2 antag: blocks bursicon-induced cAMP signaling via Drosophila LGR2; HEK293 LGR2, CRE-luciferase, bursicon-stimulated, 4 h; inhibition, % at 9.99 µM; hit rate 0.35% among 380,000; AID 720647;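 active = drop in luminescence signal, shown as inhibition above about 50% in the replicate tests, limit read from the data, passing the limit was not always enough; inconclusive = probably only some replicates passing the limit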;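 note: agonist challenge used bursicon conditioned medium at about half maximal strength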
SIRT5 block: sirtuin-5 (human) deacylase inhibition. Q9NXA8. Purified SirT5, succinyl-peptide AMC, trypsin-coupled fluorescence. inhibition, % at 15 µM. hit rate 1.1% among 330,000. AID 652115; in the data active = inhibition above about 15%; inconclusive = no clear call, values can overlap the other calls
Target sequence (Q9NXA8 whole entry, looked up): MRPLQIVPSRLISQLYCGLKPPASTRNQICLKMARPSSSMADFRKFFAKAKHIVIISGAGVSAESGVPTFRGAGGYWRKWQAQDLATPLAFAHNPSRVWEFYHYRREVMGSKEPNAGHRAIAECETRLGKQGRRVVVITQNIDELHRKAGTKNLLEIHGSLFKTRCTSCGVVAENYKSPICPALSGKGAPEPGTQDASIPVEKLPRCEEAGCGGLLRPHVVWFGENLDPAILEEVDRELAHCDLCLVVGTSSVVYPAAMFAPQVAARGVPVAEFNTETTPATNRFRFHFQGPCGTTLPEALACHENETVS
The depositor's hits bear a star; ? = inconclusive; nt = not tested or not shown. Only part of the results is shown. The share of hits here may be higher or lower than overall.

SMILES | FN deposition inh | esBAF inh | Casp6 inh | S100A4 inh HTS | C2C12 statin | LGR2 antag | SIRT5 block
O=C(O)c1ccccc1C(=O)Nc1cccc([N+](=O)[O-])c1 | -6 | nt | 0 | -21 | nt | 5 | -4
CC(=O)Nc1ccc(NC(=O)C(C)OC(=O)C2(c3ccc(F)cc3)CCCC2)cc1 (stereo not given) | nt | 7 | -1 | 10 | 10 | 36 | 0
CCSc1ccc2nnc(-c3ccc(F)cc3)n2n1 | nt | -1 | -4 | -2 | 13 | -17 | 6
CCNC(=O)N(C)[C@H]1C[C@H]2c3[nH]c4c(-c5ccc6c(c5)OCO6)cccc4c3CCN2C(=O)[C@H]1[C@H](C)O | -4 | nt | -1 | 4 | nt | 20 | 0
Cc1ccc(-c2nnn(CCC(=O)N3CCCCC3C)n2)cc1 (stereo not given) | nt | 21 | 0 | 0 | 23 | -20 | -1
Fc1ccccc1-c1nc(NCCCN2CCOCC2)c2ccccc2n1 | -9 | nt | 2 | 8 | nt | 6 | 1
COc1ccc(S(=O)(=O)Nc2cccc3c2O[C@@H](CN(C)Cc2ccc(Oc4ccccc4)cc2)[C@@H](C)CN([C@@H](C)CO)C3=O)cc1 | nt | 0 | -2 | -2 | ? | 3 | -2
COc1ccc(N2CCN(Cc3oc(CO)cc(=O)c3O)CC2)cc1 | -15 | -9 | nt | nt | -5 | nt | nt
Cc1ccc(/C=C2\SC(=S)N(C(Cc3ccccc3)C(=O)O)C2=O)cc1 (stereo not given) | -8 | 5 | nt | nt | 17 | 20 | nt
O=S(=O)(Nc1nc2ccccc2s1)c1cnc(Cl)c(Br)c1 | 5 | -3 | -1 | 3 | -20 | 6 | -8
COc1ccc(N(CC(=O)NCCSCc2ccc(Cl)cc2)S(C)(=O)=O)cc1Cl | 3 | -6 | 2 | 0 | 12 | -5 | -1
Cc1cccc(C)c1OCc1nnc(SCC(=O)Nc2nccs2)n1-c1ccccc1 | -9 | -7 | nt | nt | -33 | nt | nt
Cc1ccc(CN2CCC[C@]3(N[C@H](c4ccccc4)[C@@H]4C(=O)N(C)C(=O)[C@@H]43)C2=O)cc1 | 12 | 1 | 4 | 0 | 0 | -4 | -1
Cn1ncc(C#N)c1NC(=O)C1CC(c2ccccc2Cl)=NO1 (stereo not given) | 3 | nt | -1 | 11 | nt | 2 | -2
CN(C)S(=O)(=O)c1cccc(COc2ncnc3c(Cl)cc(Cl)cc23)c1 | 5 | 9 | 2 | 1 | 35 | 5 | 0
C/C(=N/NC(=O)c1ccoc1C)c1ccc(N2CCOCC2)cc1 | -2 | nt | -3 | -2 | nt | nt | 1
O=C(CN1CSCC1=O)N1CCN(S(=O)(=O)c2cc(C(F)(F)F)ccc2Cl)CC1 | -2 | nt | 2 | 3 | nt | -11 | 1
CCOC(=O)C(C)Sc1ncc(-c2ccccc2)cn1 (stereo not given) | -3 | nt | -3 | -1 | nt | -47 | -1
Cc1c([N+](=O)[O-])oc2c1C(=O)NCCC2 | 11 | nt | 0 | -1 | nt | -4 | nt
CCC(C)c1ccc(NC(=S)N2CCN(c3ccccn3)CC2)cc1 (stereo not given) | -8 | 6 | -4 | -6 | -9 | 11 | -3

By substructure, the entries above containing fluorine (four)
SMILES | FN deposition inh | esBAF inh | Casp6 inh | S100A4 inh HTS | C2C12 statin | LGR2 antag | SIRT5 block
CC(=O)Nc1ccc(NC(=O)C(C)OC(=O)C2(c3ccc(F)cc3)CCCC2)cc1 (stereo not given) | nt | 7 | -1 | 10 | 10 | 36 | 0
CCSc1ccc2nnc(-c3ccc(F)cc3)n2n1 | nt | -1 | -4 | -2 | 13 | -17 | 6
Fc1ccccc1-c1nc(NCCCN2CCOCC2)c2ccccc2n1 | -9 | nt | 2 | 8 | nt | 6 | 1
O=C(CN1CSCC1=O)N1CCN(S(=O)(=O)c2cc(C(F)(F)F)ccc2Cl)CC1 | -2 | nt | 2 | 3 | nt | -11 | 1

Later entries
SMILES | FN deposition inh | esBAF inh | Casp6 inh | S100A4 inh HTS | C2C12 statin | LGR2 antag | SIRT5 block
CCCN1C[C@@H](C)[C@H](OC)CN(C)C(=O)c2cc(NC(=O)c3ccc(F)cc3)ccc2OC[C@H]1C | 6 | 6 | 3 | -13 | -14 | 3 | 4
CCOC(=O)c1c(C)[nH]c(C(=O)OCC(=O)N(CC(C)C)c2c(N)n(Cc3ccccc3)c(=O)[nH]c2=O)c1C | 1 | -1 | 0 | -1 | 8 | -5 | -3
COc1cccc(C(O)c2nc(-c3cccc(C(F)(F)F)c3)cs2)c1 (stereo not given) | -10 | 3 | 1 | 4 | 13 | 2 | -3
c1ccc(-c2ccccc2OCCOCCN2CCNCC2)cc1 | -10 | nt | -5 | 5 | nt | 0 | -1
CC(C)Oc1ccc(OCCn2c(=S)[nH]c3c(N)ncnc32)cc1 | 7 | nt | -5 | 4 | nt | -28 | 1
OC(COc1ccc2c(c1)OCO2)CN1CCN(c2ccc(F)cc2)CC1 (stereo not given) | -4 | 3 | 1 | -1 | 7 | 0 | 0
Cc1ccc(OCCOc2ccc(Br)cc2/C=N\NC(N)=O)cc1 | 5 | 0 | -1 | -8 | -13 | -18 | -6
O=C(CCSc1ccccc1)NCCSCc1ccccc1 | 0 | nt | 0 | 6 | nt | nt | -2
O=C(C1CCCC1)N1CCCCN2[C@H](CO)[C@@H](c3ccc(C#CC4CC4)cc3)[C@@H]2C1 | nt | nt | 0 | -1 | nt | nt | 3
CC(C)NC(=O)N(C)C[C@@H]1Oc2c(NC(=O)C3CC3)cccc2C(=O)N([C@H](C)CO)C[C@H]1C | -1 | -2 | -4 | 3 | -13 | -3 | 1
O=C(CSc1ccc(-c2cccs2)nn1)NCCc1ccccc1 | -1 | 4 | nt | -4 | 0 | 19 | -2
COc1ccc(S(=O)(=O)N(C)CC(=O)NCCC2=CCCCC2)cc1 | -5 | 24 | nt | nt | 8 | nt | nt
Cc1ccc(S(=O)(=O)NCc2ccc3c(c2)OCO3)cc1 | -4 | nt | -3 | 10 | nt | 3 | -5
C=CCOC(=O)[C@@H]1[C@H]2C(=O)O[C@H](c3ccccc3)[C@H](c3ccccc3)N2[C@H](c2ccc(OCCOC(=O)[C@@H]3C[C@@H]4C(=O)N[C@@H](CCCCNC(C)=O)C(=O)N4[C@@H]3c3ccc(O)cc3)cc2)[C@@]12C(=O)Nc1ccc(I)cc12 | nt | nt | 1 | -10 | nt | nt | 6
O=C(OCC(=O)N1CCc2ccccc2C1)c1cccc([N+](=O)[O-])c1 | 1 | nt | 2 | -8 | nt | -2 | 1
Cc1cccc(NC(=S)N/N=C2\CC(C)(C)Oc3ccc(O)cc32)c1 | 39* | nt | 0 | -2 | nt | 4 | -3
OC[C@@H]1Nc2ccc(-c3cccc(F)c3)cc2[C@@H]2[C@H]1CCN2Cc1ccc(F)cc1 | -8 | 6 | -1 | -8 | 44 | 7 | -2
Cc1ccccc1-c1ccc2c(c1)O[C@@H](CN(C)C(=O)Nc1ccc(C(F)(F)F)cc1)[C@@H](C)CN([C@@H](C)CO)S2(=O)=O | 4 | 9 | 0 | 8 | -61 | 24 | 4
C[C@@H]1CN([C@H](C)CO)C(=O)Cc2cc(N(C)C)ccc2O[C@H]1CN(C)C(=O)Nc1ccccc1 | nt | -12 | -1 | 9 | -27 | -6 | -1
COc1ccc(/C=N/Nc2nc(C)cc(-c3ccccc3)n2)cc1OC | 6 | -2 | -2 | 6 | -9 | -6 | 4
Cc1c(OCC(=O)NCc2ccncc2)ccc2c3c(c(=O)oc12)CCC3 | -3 | 8 | -6 | -14 | 3 | -12 | -1
Cc1ccc(S(=O)(=O)N2CC[C@@H]3[C@H](CO)N(C)c4ccc(-c5ccc(C#N)cc5)cc4[C@@H]32)cc1 | 6 | 3 | 2 | 10 | 9 | 7 | 5
N#C[C@@H]1[C@H](c2ccc(-c3ccccc3)cc2)[C@H](CO)N1C(=O)Cc1ccccc1 | 2 | 0 | -2 | -5 | -11 | 10 | 4
Cc1ccc(S(=O)(=O)N2CCCCC2)cc1NC(=O)Cn1ccsc1=N | -12 | nt | -5 | -1 | nt | 11 | 0
COC(=O)c1c[nH]c(=S)n1Cc1ccccc1 | -4 | 4 | -4 | 5 | 0 | 4 | nt
CC(=O)N1c2ccc(S(=O)(=O)N3CCC(C(=O)Nc4ncccc4C)CC3)cc2CC1C (stereo not given) | 5 | 2 | 0 | 86* | 25 | -18 | -1
COc1cccc(CNC(=O)Cn2ccc3cc(S(=O)(=O)N4CCC(C)CC4)ccc32)c1 | -5 | -4 | 2 | -29 | 16 | 10 | -4
Cc1ccc(C(=O)OCC(=O)Nc2cccc(S(=O)(=O)NC3=NCCCCC3)c2)c(C)c1 | 0 | nt | 2 | -1 | nt | 17 | -3
O=C(C[C@H]1CC[C@@H](NC(=O)Nc2ccc(C(F)(F)F)cc2)[C@@H](CO)O1)NCc1ccccn1 | nt | 1 | 1 | -2 | -4 | -5 | -1
Cc1[nH]n(-c2ccccc2)c(=O)c1N=Nc1cccc(S(=O)(=O)N2CCOCC2)c1 | -5 | nt | 0 | -9 | nt | 16 | 3
Cc1cc(Cl)ccc1C(O)c1ncc(-c2ccc(Cl)cc2)[nH]1 (stereo not given) | 3 | 6 | 9 | -2 | -7 | 0 | 0
CCOC(=O)c1cnc2ccc(C(=O)OC)cc2c1Nc1cccc(C(=O)O)c1 | -4 | nt | 6 | 2 | nt | 13 | -2
Cc1ccc(C(C)C)c(OCC(=O)NC(=S)Nc2ccccc2N2CCOCC2)c1 | 5 | 2 | -1 | 0 | -3 | 6 | 1
CC(C)(CNC(=O)c1cccc(NS(=O)(=O)c2ccc(Br)cc2)c1)N1CCOCC1 | 2 | nt | -2 | 1 | nt | -3 | 0
COc1ccc(-c2nnc(SCC(=O)N3CCc4ccccc4C3)o2)cc1 | 14 | 38 | nt | nt | -7 | nt | nt
CC(=O)C1=C(O)C(=O)N(c2ccc(Br)cc2)C1c1ccc([N+](=O)[O-])cc1 (stereo not given) | -2 | 3 | 15 | -7 | 4 | -2 | 8
C[C@@H]1CN([C@@H](C)CO)C(=O)CCCn2cc(nn2)CO[C@@H]1CN(C)Cc1ccc(C(F)(F)F)cc1 | 5 | -1 | nt | nt | 4 | -5 | nt
CCOC(=O)COc1cccc2c(=O)n(CC(=O)NCCc3ccccc3)ccc12 | 4 | -5 | -1 | -2 | -1 | nt | 3
C[C@@H]1CN([C@@H](C)CO)C(=O)c2cc(C3=CCCCC3)cnc2O[C@H]1CN(C)Cc1ccccc1F | -7 | -2 | 2 | -30 | 9 | 5 | 2
O=C(Cc1ccccc1)NCC(=O)N/N=C/c1cccs1 | nt | -8 | -5 | 6 | -3 | 2 | -1
CC1CCCCN1S(=O)(=O)c1ccc2c(c1)CCN2C(=O)CCC(=O)O (stereo not given) | -4 | -6 | nt | nt | 4 | -7 | nt
CC1CCN(S(=O)(=O)CCNC(=O)c2ccc(F)cc2)CC1 | -4 | -1 | 3 | 0 | -2 | 2 | -1
CCCCNC(=O)c1ccccc1NC(=O)CN(c1ccccc1)S(=O)(=O)N(C)C | 3 | -3 | nt | nt | 29 | 32 | nt
CCOc1ccc(N2C(=O)CC(NCCNc3ccc(C(=O)c4cccs4)cc3)C2=O)cc1 (stereo not given) | -11 | 0 | -1 | -10 | -9 | 2 | 6
Cc1cc(C(=O)CCC(=O)N2CCN(c3ccccc3O)CC2)c(C)s1 | 2 | -3 | 4 | -4 | 4 | 8 | -1
O=C(c1ccc(CS(=O)Cc2ccc(Cl)cc2)o1)N1CCN(c2ccc(F)cc2)CC1 (stereo not given) | 18 | -8 | 3 | -10 | 7 | -8 | -1
COCc1nnc(NC(=O)c2cccc(NC(=O)c3ccccc3)c2)s1 | 3 | -2 | 0 | -7 | 0 | -13 | -4
